Screening results as filed in PubChem BioAssay.
TAAR1 agonist = human TAAR1 agonists, primary screen, Fluo-8 calcium fluorescence, CHO RD-HGA16 cells; Trace amine-associated receptor 1 (Homo sapiens), Q96RJ0; vehicle wells 0%, saturating PEA agonist 100%; activation, % at 3 µM; 0.99% of 360,000 active; AID 624467, 2012;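 active = activation above the mean activation of all test compounds in the run plus 3 SD, cut at about 38% in these data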
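System: CHO-derived RD-HGA16 cells with stable Gα16 and human TAAR1. Times: 17-24 h plating, Fluo-8 75 min 37 °C, 30 min RT. Measured by: calcium-sensitive Fluo-8 signal, excitation 470-495, emission 515-575 nm. Read-out basis: % activation relative to PEA EC100 response. Control set: DMSO and PEA EC100. Repeats: no replicates (n 1).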
CHRM1 PAM = human M1 muscarinic receptor positive allosteric modulators, primary screen, CHO-K1 cells, Fluo-8 calcium fluorescence, 1536-well | Muscarinic acetylcholine receptor M1 (Homo sapiens), P11229 | CHO-K1 hM1, ACh EC20; 0% = ACh EC20, 100% = maximal ACh | activation, % at 3 µM | 0.088% of 360,000 active | AID 588819, 2011; in the data active = activation above about 19%, passing the limit was not always enough
Target sequence (P11229 whole entry, looked up): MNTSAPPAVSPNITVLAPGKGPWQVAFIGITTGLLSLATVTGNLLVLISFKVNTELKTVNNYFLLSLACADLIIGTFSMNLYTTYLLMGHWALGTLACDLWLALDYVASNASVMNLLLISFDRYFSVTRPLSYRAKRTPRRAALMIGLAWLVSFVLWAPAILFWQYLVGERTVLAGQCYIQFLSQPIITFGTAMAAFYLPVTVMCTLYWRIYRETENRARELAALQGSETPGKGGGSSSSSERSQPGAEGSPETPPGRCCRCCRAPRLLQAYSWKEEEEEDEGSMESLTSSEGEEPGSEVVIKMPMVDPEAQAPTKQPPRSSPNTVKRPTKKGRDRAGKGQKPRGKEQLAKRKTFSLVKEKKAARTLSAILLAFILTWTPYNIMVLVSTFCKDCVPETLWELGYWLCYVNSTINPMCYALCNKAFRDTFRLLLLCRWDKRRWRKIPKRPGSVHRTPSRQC
M5 PAM = human M5 muscarinic receptor positive allosteric modulators, primary screen, CHO-K1 cells, Fluo-8 calcium fluorescence | Muscarinic acetylcholine receptor M5 (Homo sapiens), P08912 | AID 624038, 2012 | 0.3% of 360,000 active | activation, % at 3 µM | CHO-K1 hM5, ACh EC20 PAM; 0% = ACh EC20, 100% = ACh EC100;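 active = activation above the run cutoff, the mean activation of all test compounds plus 3 SD, cut at about 18% in these data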
Target sequence (P08912 whole entry, looked up): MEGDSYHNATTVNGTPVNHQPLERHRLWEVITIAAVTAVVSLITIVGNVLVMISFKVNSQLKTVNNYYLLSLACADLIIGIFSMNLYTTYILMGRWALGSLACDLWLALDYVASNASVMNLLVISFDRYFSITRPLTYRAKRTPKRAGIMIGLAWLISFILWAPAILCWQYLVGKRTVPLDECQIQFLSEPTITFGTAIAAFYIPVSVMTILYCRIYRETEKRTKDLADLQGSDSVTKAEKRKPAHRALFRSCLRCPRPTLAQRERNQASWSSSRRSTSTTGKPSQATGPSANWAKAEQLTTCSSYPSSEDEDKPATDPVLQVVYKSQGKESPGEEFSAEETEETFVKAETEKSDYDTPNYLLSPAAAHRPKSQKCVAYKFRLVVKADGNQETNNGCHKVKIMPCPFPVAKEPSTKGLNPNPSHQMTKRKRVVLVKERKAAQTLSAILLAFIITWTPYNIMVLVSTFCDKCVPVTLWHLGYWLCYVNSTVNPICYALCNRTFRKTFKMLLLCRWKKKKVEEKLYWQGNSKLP
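System – CHO-K1 hM5 cells · Compound – 3 µM, single dose · Incubation – compound preincubation 140 s before EC20 acetylcholine addition · Technique – Fluo-8 calcium fluorescence · Measure – Max/basal fluorescence ratio as % of EC20–EC100 ACh window · Benchmarks – low control EC20 acetylcholine (0%), high control EC100 acetylcholine (100%) · Replication – singlicate, one well per test compound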
M1 antag = human M1 muscarinic receptor antagonists, primary screen, CHO-K1 cells, Fluo-8 calcium fluorescence, 1536-well; Muscarinic acetylcholine receptor M1 (Homo sapiens), P11229; CHO-K1 hM1, ACh EC80 antagonist; inhibition, % at 3 µM; 1.3% of 360,000 active; AID 588852, 2011;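 active = percent inhibition above its own plate's cutoff, namely the mean of that plate's compound wells plus 3 SD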;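 note: peak over basal fluorescence ratio during 140 s after agonist addition; 0% = ACh EC80 plus DMSO and 100% = DMSO alone without agonist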
CHRM5 antagonist = human M5 muscarinic receptor antagonists, primary screen, CHO cells, Fluo-8 calcium fluorescence; AID 624040, 2012; CHO-hM5 cells, ACh EC80; inhibition, % at 3 µM; 0.59% of 360,000 active;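 active = inhibition above a per-plate cutoff, the mean of that plate's test compounds plus 3 SD, cut at about 27% in these data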;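 note: 0% = acetylcholine EC80 with DMSO and 100% = DMSO without agonist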
CHRM4 agonist = human M4 muscarinic receptor agonists, primary screen, CHO-K1 cells, Fluo-8 calcium fluorescence | Muscarinic acetylcholine receptor M4 (Homo sapiens), P08173 | CHO-K1 hM4/Gqi5; vehicle 0%, full acetylcholine response 100% | activation, % at 3 µM | 0.14% of 360,000 active | AID 624127, 2012;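 active = activation above the run mean over all test wells plus 3 SD, cut at about 32% in these data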;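 note: peak over basal fluorescence ratio per well then scaled between controls; 0% = DMSO wells and 100% = acetylcholine at EC100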
M5 ag = human M5 muscarinic receptor agonists, primary screen, CHO-K1 cells, Fluo-8 calcium fluorescence | Muscarinic acetylcholine receptor M5 (Homo sapiens), P08912 | CHO-K1 hM5 cells; 0% DMSO wells, 100% maximal acetylcholine response | activation, % at 3 µM | 0.19% of 360,000 active | AID 624037, 2012;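 active = activation above the run's mean over test compounds plus 3 SD, cut at about 23% in these data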;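 note: signal is peak over basal fluorescence ratio across the kinetic read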
M4 antag = human M4 muscarinic receptor antagonists, primary screen, CHO cells, Fluo-8 calcium fluorescence; Muscarinic acetylcholine receptor M4 (Homo sapiens), P08173; CHO-hM4 cells, ACh EC80; inhibition, % at 3 µM; 0.73% of 360,000 active; AID 624125, 2012;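 active = inhibition above its plate's cutoff, the mean inhibition of sample wells plus 3 SD, cut at about 27% in these data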;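 note: 0% = acetylcholine EC80 with DMSO and 100% = DMSO without agonist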
CHRM1 agonist = human M1 muscarinic receptor agonists, primary screen, Fluo-8 calcium fluorescence, CHO-K1 cells, HTS; activation, % at 3 µM; 0.33% of 360,000 active; CHO-K1 hM1, agonist mode; 0% DMSO, 100% acetylcholine EC100; Muscarinic acetylcholine receptor M1 (Homo sapiens), P11229;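 active = activation above the run's mean compound activation plus 3 SD, cut at about 16% in these data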;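 note: peak over basal fluorescence ratio within a 140 s kinetic read after compound addition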
Starred values were filed as active, the others as inactive; nt = not tested or not shown.

SMILES | TAAR1 agonist | CHRM1 PAM | M5 PAM | M1 antag | CHRM5 antagonist | CHRM4 agonist | M5 ag | M4 antag | CHRM1 agonist
O=C(O)c1c2c(nc3ccccc13)/C(=C/c1ccc(OC(F)F)cc1)CCC2 | -2 | 8 | 0 | -8 | 1 | 1 | -3 | 0 | -6
CCCNC(=O)Cn1c(=O)oc2ccccc21 | 10 | -1 | -7 | -2 | -7 | 0 | -3 | -8 | -3
CCOC(=O)N1CCC2CC1c1cc(Cl)ccc12 (centres undefined) | -2 | 6 | -3 | -11 | 1 | 0 | -1 | -12 | -7
C=CCN1CC(C(=O)N2CCC(Cc3ccc(Cl)cc3)(C(=O)OCC)CC2)CC1=O (centres undefined) | 5 | -2 | -4 | -1 | 2 | 5 | 4 | -14 | -1
CCn1ncc(Br)c1C(=O)Nc1nccs1 | 6 | 9 | 4 | -10 | -7 | 2 | 3 | 6 | -2
O=C(Nc1nccs1)c1cc(-c2ccccc2)nc2ccccc12 | 12 | -6 | -14 | 6 | 15 | 11 | 3 | -1 | -5
COc1cccc(CN2CC(C(=O)N(C)CCCC3CCCC3)CCC2=O)c1 (centres undefined) | 0 | -4 | -4 | 1 | 5 | 1 | -2 | 6 | -3
O=C(COc1cccc2c1CCN(Cc1ccc(Br)cc1)C2=O)N1CCOCC1 | 3 | -1 | -3 | 6 | 8 | 9 | 1 | -2 | -5
O=C1CSc2ccc(C(=O)NCCC3=CCCCC3)cc2N1 | 8 | 2 | 0 | -3 | 1 | 6 | 4 | 4 | 1
Cc1ccc(SCCC(=O)NC(C)C)cc1 | 3 | 2 | 1 | 1 | -4 | 0 | -2 | 11 | -3
CO/N=C/c1ccc(N2CCN(C(=O)c3cccc(Cl)c3)CC2)c([N+](=O)[O-])c1 | 7 | 14 | -4 | -13 | 8 | 1 | -1 | -5 | -4
NC(=O)Oc1cccc(OC(N)=O)c1 | 11 | -2 | 2 | 2 | -5 | 2 | -3 | -1 | 0
CCn1c(Cc2ccccc2)nnc1SCC(=O)Nc1nc2ccccc2s1 | 14 | -1 | 0 | -29 | -9 | 0 | 2 | -10 | -5
CCn1c(COc2cccc(C)c2)nnc1SCC(=O)CC(=O)Nc1ccccc1OC | 2 | 10 | -2 | -10 | 4 | 0 | -1 | 19 | -3
Cc1cc(C2=NNC(=NC3CC3)SC2)c(C)n1Cc1ccco1 | 8 | 6 | -5 | -9 | 9 | 0 | 0 | 5 | -7
CSCCC(NS(=O)(=O)c1ccc(C)c(C(=O)O)c1)C(=O)O (centres undefined) | 2 | 6 | 4 | -8 | 6 | 0 | 3 | 2 | -4
O=C(CSc1n[nH]c(=O)n1C1CC1)NCc1ccccc1Cl | 1 | 6 | 0 | -5 | 2 | 2 | -1 | 2 | -4
CCOC(=O)C1CCCN(Cc2cn(C)nc2-c2ccc3c(c2)OCCO3)C1 (centres undefined) | 0 | 15 | 12 | -12 | -16 | 1 | 3 | 3 | -11
Cc1cccc(NC(=O)CCNC(=O)c2ccc(Br)cc2)c1C | 2 | 15 | -3 | -8 | 14 | 1 | -2 | -3 | 1
CN(CC(=O)Nc1ccccc1Br)C(=O)c1cc(Cl)nc2ccccc12 | 7 | 3 | -7 | -3 | 10 | 5 | 2 | 12 | -1
O=C(CN1CCCCC1)N1CCCc2c1c(=O)oc1ccc(OCc3ccccc3)cc21 | 6 | -11 | 1 | 9 | -2 | -2 | -6 | 11 | -5
Cc1cc(C)nc(NS(=O)(=O)c2ccc(NC(=O)CSc3ncn[nH]3)cc2)n1 | 6 | 9 | 4 | -6 | 4 | 1 | 1 | 2 | -4
CN(C)CC(CCC(CN(C)C)C(=O)c1ccccc1)C(=O)c1ccccc1 (centres undefined) | nt | 9 | 8 | 1 | 9 | 4 | -2 | 10 | -5
CC(=O)c1ccc(NC(=O)COC(=O)c2ccccc2Nc2ccccc2)cc1 | -1 | -5 | -12 | 4 | 7 | 1 | -3 | -2 | -4
O=C(Nc1cc(C(F)(F)F)ccc1F)C1Cc2c(-c3ccccc3Oc3ccccc3)ccnc2O1 (centres undefined) | 1 | 11 | 0 | -15 | 0 | -1 | 1 | -1 | 5
(list continues)
SMILES | TAAR1 agonist | CHRM1 PAM | M5 PAM | M1 antag | CHRM5 antagonist | CHRM4 agonist | M5 ag | M4 antag | CHRM1 agonist
O=C(NCc1ccccc1)C1CCCN(c2nc3ccsc3c(=O)s2)C1 (centres undefined) | -1 | 8 | 10 | -8 | -9 | 1 | 2 | 7 | -1
Cc1ccc(C)c(OCC(=O)N2CCN(C(=O)c3ccco3)CC2)c1 | 3 | 5 | -4 | -9 | -1 | 0 | 1 | 0 | -5
CS(=O)(=O)c1cccc(NC(=O)C2CC2)c1 | 0 | 13 | -6 | -7 | 5 | 1 | -4 | 1 | -7
Cc1ccc2oc(C(=O)Nc3nnc(CC(C)C)s3)c(C)c2c1 | 0 | 2 | -2 | -6 | 9 | 1 | -4 | 1 | 0
CC1CN(C(=O)CCc2ccccc2)C(C)CN1C(=O)CCc1ccccc1 (centres undefined) | 9 | 9 | -10 | -13 | 10 | 3 | 0 | 0 | -4
COc1cc2c(cc1OC)C(COc1ccc(F)cc1)NCC2 (centres undefined) | 2 | 20 | 4 | -11 | -9 | 2 | -3 | 5 | -6
CC(=O)c1ccc(S(=O)(=O)N2CCN(C(=O)CCC3CCCC3)CC2)cc1 | 0 | 13 | -3 | -12 | 6 | 5 | -5 | -4 | -4
Nc1nc2c(ncn2C2C[C@H](O)[C@@H](CO)O2)c(=O)[nH]1 (some centres undefined) | 3 | 1 | -6 | -15 | 7 | 2 | 1 | 3 | -1
CCOC(=O)c1nc(Nc2ccc(C(=O)OC)cc2)c2ccccc2n1 | 5 | 2 | -1 | -6 | -3 | 2 | -2 | 0 | -2
COc1cc(NC(=O)c2c(OC)cccc2OC)ccc1NC(=O)c1cc2ccccc2o1 | 8 | 10 | -3 | -14 | 5 | 12 | -2 | -8 | 1
C[C@H]1CCC[C@]2(CC(=O)c3cc(F)ccc3O2)C1 | 10 | 1 | -3 | 1 | -1 | 0 | 5 | 0 | -2
N#C/C(=C/c1ccc([N+](=O)[O-])cc1)C(N)=O | 2 | 8 | 8 | -2 | 2 | 1 | 5 | -17 | 3
O=C(Nc1ccc2c(c1)OCCO2)c1cnc2n(c1=O)CCS2 | -1 | 11 | -1 | -5 | 0 | -1 | 1 | -9 | -2
Cc1noc(C(=O)Nc2c(C)nn(Cc3ccccc3)c2C)c1Cl | 1 | -1 | 3 | 5 | -1 | 0 | 0 | -8 | -3
CCc1nc2c(OCC(=O)C(C)(C)C)cccn2c1N(C)C(=O)c1ccco1 | 1 | 3 | -3 | -13 | -1 | 1 | 2 | -7 | -3
Cc1nnc(SCC(=O)Nc2ccc(C(N)=O)cc2)n1-c1ccccc1 | 4 | 3 | -2 | -6 | 6 | 1 | 0 | -9 | 4
CC(=O)Nc1ccc(NC(=O)C(C)OC(=O)C2(c3ccc(Cl)cc3)CCCC2)cc1 (centres undefined) | 12 | -4 | -12 | 7 | 13 | 7 | 6 | -2 | 2
Cc1nn(CC2CC2)c(=O)n1-c1ccccc1 | 0 | 3 | 2 | -3 | 9 | 2 | 0 | -9 | -5
O=C1NC(=Nc2cccc(O)c2)S/C1=C\c1cccc([N+](=O)[O-])c1 | 2 | -6 | -13 | 11 | 15 | 22 | 1 | 24 | 2
CN(C)C(=O)CSc1nnc(-c2ccc(S(=O)(=O)N3CCCC3)cc2)n1C | 0 | 19 | -4 | -11 | 16 | 1 | -3 | 1 | -4
COc1ccc(-c2[nH]ncc2CN(C)C(C)c2cccs2)c(F)c1 (centres undefined) | 4 | 4 | -3 | -6 | -14 | 3 | -3 | -4 | -14
O=C(NCCc1cccc(F)c1)C1CCC(=O)N(CCCc2ccccc2)C1 (centres undefined) | 4 | 2 | 9 | 9 | -10 | 1 | -1 | 2 | -1
Cc1noc(C)c1NC(=O)Nc1cccc2c1O[C@H](CN(C)C(=O)Nc1ccc(C(F)(F)F)cc1)[C@@H](C)CN([C@H](C)CO)C2=O | 1 | 2 | -5 | -2 | 7 | 1 | -1 | 8 | -2
COc1ccc(CCNC(=O)C(C)c2ccc([N+](=O)[O-])cc2)cc1 (centres undefined) | 26 | 3 | -7 | 2 | 0 | 8 | 14 | 2 | 7
Cc1nn(Cc2ccccc2Cl)c(C)c1NC(=O)Cn1nc([N+](=O)[O-])c(Cl)c1C | 10 | 4 | 3 | -37 | -9 | 0 | 1 | 2 | -2

In the list so far, these contain a COOH group:
SMILES | TAAR1 agonist | CHRM1 PAM | M5 PAM | M1 antag | CHRM5 antagonist | CHRM4 agonist | M5 ag | M4 antag | CHRM1 agonist
O=C(O)c1c2c(nc3ccccc13)/C(=C/c1ccc(OC(F)F)cc1)CCC2 | -2 | 8 | 0 | -8 | 1 | 1 | -3 | 0 | -6
CSCCC(NS(=O)(=O)c1ccc(C)c(C(=O)O)c1)C(=O)O (centres undefined) | 2 | 6 | 4 | -8 | 6 | 0 | 3 | 2 | -4

The list continues.
SMILES | TAAR1 agonist | CHRM1 PAM | M5 PAM | M1 antag | CHRM5 antagonist | CHRM4 agonist | M5 ag | M4 antag | CHRM1 agonist
CC(c1nnc(SCC(=O)N(C)C2CCS(=O)(=O)C2)n1-c1ccccc1)N(C)C (centres undefined) | 6 | -2 | 4 | -1 | 1 | 1 | 4 | -9 | 2
COc1ccc(NC(=O)C2CCN(S(C)(=O)=O)CC2)cc1 | 2 | -1 | -4 | 1 | 5 | 1 | 0 | 7 | -2
COc1ccc(S(=O)(=O)N2CCN(CC(=O)Nc3cc(OC)cc(OC)c3)CC2)cc1 | 7 | -4 | -2 | 3 | -1 | 2 | -4 | -2 | -3
O=C1CC(N2CCN(Cc3ccccc3)CC2)C(=O)N1CCc1ccccc1 (centres undefined) | 13 | 1 | -8 | -4 | 2 | 4 | -2 | 1 | -11
CCCCC(=O)NC(c1ccc(OC)c(OC)c1)c1c(O)ccc2ccccc12 (centres undefined) | nt | 12 | 7 | -9 | -2 | 2 | 2 | 2 | -6
Cc1cc([N+](=O)[O-])ccc1NC(=O)C(C)[n+]1ccccc1 (centres undefined) | 7 | -27 | -7 | 27* | 3 | 1 | -5 | 5 | -12
CCOC(=O)Nc1ccc2c(CNC(C)c3ccccc3OC)cc(=O)oc2c1 (centres undefined) | -1 | 12 | 0 | -18 | -2 | 3 | -4 | -14 | -2
CC1CCCN(C(=O)COC(=O)c2ccc[nH]c2=O)C1 (centres undefined) | 2 | 2 | -3 | -23 | -10 | 0 | -2 | 1 | -1

Not all compounds are listed (hit frequency here may not be typical).
